# GRP78 ERSR act – induces the endoplasmic reticulum stress response in human glioma cells; Potency, µM, inactives show at the highest dose activation, hits mostly activators; U87-MG GRP78 promoter luciferase reporter, 16 h; hit rate 0.02% among 420,000; AID 602332; also: potency is read from the fitted curve at half-maximal effect; series mostly up to about 76 µM; % of control where 0% means no effect; nearly all actives have a fitted effect of over 35% in size
#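 Stably transfected U87-MG glioma cells carrying a GRP78-based luciferase sensor; 16 h compound incubation. Luminescence end-point read 10 min after Bright-Glo addition at room temperature.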
# D2 potentiator – positive allosteric modulators of human D2 dopamine receptor | P14416 | HEK293 T-REx D2, calcium flux, EC20 dopamine potentiation | potentiation, % at 10 µM | hit rate 0.34% among 340,000 | AID 485347;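 active = potentiation over 3 SD above the plate norm, cut at about 30% in these data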; also: 0% is about no effect
#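 Tetracycline-induced Hek293 Trex D2 cells, force-coupled to calcium, loaded with no-wash calcium dye. Compound added with 180 s kinetic read for agonism, then EC20 dopamine and a further 180 s read for potentiation.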
# RXFP1 ag – RXFP1 (human) receptor agonism | HEK293T-RXFP1 cAMP TR-FRET, 30 min; response scale: percent of porcine relaxin response, buffer zero | AID 2676 | Potency, µM (highest dose often 57.5 µM), without a hit: at the top dose activation, usual class: activators | hit rate 0.3% among 370,000; also: potency is read from the fitted curve at half-maximal effect; % is scaled to controls: 0 for no effect and ±100 for the full control effect; nearly all actives have a fitted effect of over 60% in size; many of its hits are not listed in these tables
#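 cAMP rise read by TR-FRET after 30 min, 37C compound exposure (up to 58 uM) in RXFP1-transfected HEK293 cells with Ro 20174 present. EC50 from Hill-equation fits, with 29 nM porcine relaxin as 100% and buffer as basal.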
# Vif-A3F inh – blocks the Vif interaction with APOBEC3F; AID 602313; Potency, µM (doses to about 46.1 µM), for inactives: at the highest dose activity, negative = active; HeLa A3F-eYFP + Vif (tagged APOBEC3F with the HIV-1 protein that degrades it), YFP fluorescence increase; hit rate 0.2% among 390,000; also: potency is read from the fitted curve at half-maximal effect; % of control where 0% means no effect; nearly all actives have a fitted effect of over 65% in size
#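 Fluorescence increase (Ex 488/Em 500-530) after overnight compound treatment at 37 deg C flags inhibition of Vif-driven A3F-eYFP loss in stable HeLa A3F-eYFP/Vif cells seeded overnight beforehand.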
# D1 antag – human D1 dopamine receptor antagonism | activity change, negative = inhibition, % at 10 µM | AID 504652 | hit rate 3.2% among 360,000 | HEK293 TREx D1 cells, calcium flux, dopamine EC80; active compounds read low; in the data active = activity change below about -30%; also: % is scaled to controls: 0 for no effect and ±100 for the full control effect
# Target sequence (P21728 whole entry, looked up): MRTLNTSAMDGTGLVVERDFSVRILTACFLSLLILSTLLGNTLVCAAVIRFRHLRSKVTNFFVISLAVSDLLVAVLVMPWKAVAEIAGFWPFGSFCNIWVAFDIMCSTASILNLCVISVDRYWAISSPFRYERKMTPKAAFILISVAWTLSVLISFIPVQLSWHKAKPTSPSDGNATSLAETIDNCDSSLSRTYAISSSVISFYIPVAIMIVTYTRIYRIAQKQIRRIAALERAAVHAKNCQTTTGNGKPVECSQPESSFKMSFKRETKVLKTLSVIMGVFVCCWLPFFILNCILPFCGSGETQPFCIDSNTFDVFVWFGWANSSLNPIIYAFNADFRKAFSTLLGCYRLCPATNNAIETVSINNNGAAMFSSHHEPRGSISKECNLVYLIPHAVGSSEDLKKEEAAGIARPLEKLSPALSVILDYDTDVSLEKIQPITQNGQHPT
#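 Antagonism measured as reduced calcium response to an EC80 dopamine addition following 180 s compound pre-read; cells were inducible HEK293 Trex D1 plated overnight at 30 C, read kinetically at 1 cycle/sec.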
# D1 PAM – potentiators of human D1 dopamine receptor | potentiation, % at 10 µM | P21728 | AID 504651 | hit rate 0.036% among 360,000 | HEK293 TREx D1 cells, calcium flux, dopamine EC20 potentiation; in the data active = potentiation above about 30%; also: 0% is about no effect
# D1 ag – agonists of human D1 dopamine receptor; HEK293 T-REx D1 cells, calcium flux, agonist mode; activation, % at 2 µM; hit rate 1% among 360,000; in the data active = activation above about 30%; also: 0% is about no effect
#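 Tetracycline-induced HEK293 TREx D1 cells, force-coupled to calcium signalling, were dye-loaded with a no-wash calcium kit. Compound was pin-added after a 10 s baseline. Fluorescence was read kinetically at 1 cycle/s for 180 s, with calcium rises flagged as agonism.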
# RXFP1 antagonist – blocks the human relaxin receptor RXFP1 | AID 1259400 | HEK293-RXFP1, relaxin-stimulated cAMP HTRF, 30 min; active compounds read low | activity change, negative = inhibition, % at 57.5 µM | Q9HBX9 | hit rate 0.59% among 350,000;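 active = activity change of -60% or lower, but not beyond a set lower limit; inconclusive = change between -60% and -40%, or beyond the set limit; inactive = change above -40%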; also: % is scaled to controls: 0 for no effect and ±100 for the full control effect
# Vif-APOBEC3G blk – Vif-A3G binding inhibition; Q9HC16; HeLa A3G-eYFP + Vif (tagged APOBEC3G with the HIV-1 protein that degrades it), YFP fluorescence, overnight; Potency, µM (top dose mostly 46.1 µM), inactives show at the top dose activity, negative = active, hits mostly inhibitors; hit rate 0.076% among 410,000;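 also: potency is read from the fitted curve at half-maximal effect; % is scaled to controls: 0 for no effect and ±100 for the full control effect; nearly all actives have a fitted effect of over 60% in size; hits raise eYFP signal because A3G escapes Vif-driven loss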
# Target sequence (Q9HC16 whole entry, looked up): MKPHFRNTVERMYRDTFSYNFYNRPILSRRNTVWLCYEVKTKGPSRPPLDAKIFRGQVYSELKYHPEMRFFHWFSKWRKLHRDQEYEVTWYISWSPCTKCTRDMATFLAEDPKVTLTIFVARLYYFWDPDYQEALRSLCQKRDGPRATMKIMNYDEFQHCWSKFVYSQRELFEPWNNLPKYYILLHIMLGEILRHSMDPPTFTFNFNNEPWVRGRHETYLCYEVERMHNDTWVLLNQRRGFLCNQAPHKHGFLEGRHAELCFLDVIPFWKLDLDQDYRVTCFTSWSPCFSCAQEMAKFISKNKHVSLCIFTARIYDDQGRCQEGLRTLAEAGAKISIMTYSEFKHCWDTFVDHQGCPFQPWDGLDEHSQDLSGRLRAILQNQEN
#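 HeLa cells stably expressing Vif and C-terminally eYFP-tagged A3G, seeded overnight at 37 deg C, then exposed to compound by pintool overnight at 37 deg C. Rise in yellow fluorescence (Ex 488/Em 500-530, Acumen) marks blocked Vif-driven A3G degradation.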
# Starred values were filed as active, the others as inactive; ? = inconclusive; · = no result given; & = joins results of further samples. Unless noted, calls follow the shape of the dose curve; as a rule, active = well fitted curve in the direction sought with a large enough effect; inconclusive = small, poorly fitted or top-dose-only effect, or another doubt; inactive = no such curve, though single readings can be large; an effect the other way counts as inactive or inconclusive.
SMILES,GRP78 ERSR act,D2 potentiator,RXFP1 ag,Vif-A3F inh,D1 antag,D1 PAM,D1 ag,RXFP1 antagonist,Vif-APOBEC3G blk
CCC1CN(C(=O)N2CCC(C(=O)NCc3ccc(C)o3)CC2)c2cc(C)ccc2O1 (stereo not given),1.2%&-5.6%,12.4&-4.3,2.3%&0.1%,-11.4%&-7.8%,13.6&-13.1,3.6&-1.4,1.5&5.6,1.9&-26.1,1.7%&1.9%
CC1(/[N+]([O-])=C/c2ccc(F)cc2)CCCCC1=O (stereo not given),-0.9%,4.1,0.1%,-3.7%,-3.8,-1.9,1.3,-1.4,1.6%
CN(C(=O)CSc1nnc(NC2CCCCC2)s1)C1CCS(=O)(=O)C1 (stereo not given),-6.0%,13.2,1.0%,-1.9%,8.5,-1.1,11.2,1.3,-1.8%
COc1ccccc1C(=O)Nc1nnc(S(=O)(=O)N2CCCCCC2)s1,1.1%&-2.3%,2.2&0.0,2.5%&-2.9%,-2.2%&-15.2%,-0.8&-4.3,1.4&1.6,-1.0&10.8,-36.4,7.9%&-3.2%
CN(CC(=O)Nc1ccc(F)c(F)c1F)C(=O)c1ccc(N2CCCC2=O)cc1,-3.1%,·,·,-0.1%,·,·,·,-5.6,-1.8%
CC(=O)c1ccc(OCC(=O)Nc2ccc3c(c2)CCC3)cc1,-1.1%,-10.3,1.1%,2.4%,-24.4,-8.8,2.2,-1.8,-1.1%
COc1ccc(OC)c(C2CC(=O)c3c([nH]c(C(=O)OC(C)C)c3C)C2)c1 (stereo not given),-7.4%,9.0,-0.1%,?,-1.7,·,4.6,·,?
Cc1cccc(NC(=S)NNC(=O)c2csc3c2CCCC3)c1,4.3%,-4.9,1.7%,5.3%,-8.3,-5.8,0.8,-2.2,-4.6%
COc1ccc(CCCc2nnc(SCC(=O)Nc3cc(C)c(C)cc3Br)o2)cc1,-5.9%,-0.8,1.6%,-1.4%,5.9,3.6,12.2,-2.5,-1.0%
O=C(COC(=O)c1cccs1)Nc1ccccc1,1.4%,5.6,1.5%,-2.7%,-2.7,-6.5,3.3,-20.6,-0.5%
Cc1ccccc1NC(=O)COC(=O)C1=COCCO1,-0.2%,-0.5,2.0%,-2.2%,2.8,-7.1,2.0,2.5,0.8%
Cc1cc(C)nc(N(C#N)Cc2ccccc2)n1,-2.7%,14.6,0.8%,-21.0%,15.9,3.9,-0.1,6.8,1.5%
CS(=O)(=O)c1ccccc1-c1nnc(NC(=O)CCS(=O)(=O)c2ccc(Cl)cc2)o1,-3.4%,-4.3,1.7%,-0.2%,-2.6,-0.3,8.7,-3.3,-3.6%
COc1ccc(/C=N/NC(=O)c2nc(-c3ccccc3)cc(-c3ccccc3)n2)cc1OC,3.3%,10.2,4.9%,0.9%,-13.0,0.2,1.2,-1.4,-0.3%
O=[N+]([O-])c1ccc2nonc2c1Nc1ccccc1,-3.1%,4.4,-1.5%,5.2%,1.8,0.5,5.4,-4.2,-0.8%
CCCOc1ccc(C(=O)NNC(=S)NC(=O)c2ccco2)cc1,?,-4.1,3.5%,-4.8%,-33.5*,-3.9,185.7*,0.4,-9.8%
COc1ccc(C(CNC(=O)c2ccc(C)c(S(=O)(=O)N3CCCCC3)c2)N(C)C)cc1OC (stereo not given),-6.0%,·,-2.7%,-4.8%,14.3,0.9,2.0,3.2,-1.0%
COc1cc2oc(=O)c(Br)c(C)c2c(OC)c1OC,2.3%,-1.2,?,-0.6%,11.0,-0.9,0.2,-5.5,-7.6%
CCN(CC)C(=O)c1ccccc1NC(=O)c1cccc(S(=O)(=O)N2CCC(C)CC2)c1,-0.3%,5.1,0.3%,0.1%,-13.4,1.5,0.8,-10.2,-0.9%
Cc1ccccc1CNC(=O)c1cc2cccc3c2n1CC(C)S3 (stereo not given),-2.7%,2.4,6.8%,-2.2%,2.6,0.5,3.8,-33.3,-1.5%
Cc1ccc(N(C(=O)C(F)(F)F)C(C(=O)NC2CCCCC2)c2cccs2)cc1C (stereo not given),-2.5%,·,-0.5%,-0.5%,·,·,·,11.6,0.0%
CC(C)OCCCNC(=O)CN1C(=O)/C(=C/c2ccccc2F)Oc2ccccc21,-0.5%,-2.0,7.2%,0.7%,-5.0,4.7,1.5,3.1,-0.3%
CCN(CC)CCn1c(NC(=O)c2ccc(C(F)(F)F)cc2)nc2ccccc21,-2.0%,-30.7,-1.1%,-12.7%,-2.6,-4.8,1.6,-9.4,-0.1%
CCOc1ccc(C(=O)c2nc3c(n2O)CCCCC3)cc1,-3.7%,-5.9,1.3%,0.0%,-24.6,-4.1,3.0,6.2,1.4%
O=C(Nc1ccccc1)C1CC(=O)n2c(nc3ccccc32)N1 (stereo not given),-4.2%,-10.5,1.5%,-14.2%,-11.0,-6.2,-0.5,-7.2,-7.7%

# Entries above printed as active in D1 ag.
Compound | GRP78 ERSR act | D2 potentiator | RXFP1 ag | D1 antag | D1 PAM | D1 ag | RXFP1 antagonist
CCCOc1ccc(C(=O)NNC(=S)NC(=O)c2ccco2)cc1 | ? | -4.1 | 3.5% | -33.5* | -3.9 | 185.7* | 0.4

# Next section:
SMILES,GRP78 ERSR act,D2 potentiator,RXFP1 ag,Vif-A3F inh,D1 antag,D1 PAM,D1 ag,RXFP1 antagonist,Vif-APOBEC3G blk
C=CCn1cc(C(=O)OCC)c(=O)c2cc(F)c(F)cc21,-4.7%,-6.1,-1.1%,-13.1%,19.9,-2.5,2.0,-16.2,0.2%
COc1ccc(S(=O)(=O)N(C)C)cc1NC(=O)COC(=O)Cn1cnc2ccccc2c1=O,-4.9%,-12.8,0.9%,-0.4%,-15.9,·,8.4,-3.7,-0.1%
Cc1ccc(S(=O)(=O)N(Cc2ccccc2)c2ccccc2C(=O)N2CCCCC2)cc1,-4.5%,7.8,-1.2%,-22.5%,13.3,·,1.0,-26.7,-5.6%
COC(=O)c1c(NC(=O)/C=C/c2ccc(OC)cc2)sc2c1CCC2,-1.3%,0.1,3.1%,-2.4%,0.4,-1.1,0.9,·,-7.6%
O=C(CCCO)N/N=C/c1ccccc1[N+](=O)[O-],5.3%,-2.3,-0.1%,-4.0%,-3.4,-2.4,1.1,18.4,-2.4%
Oc1ccc(Br)cc1/C=N/n1c(C2CCCCC2)n[nH]c1=S,-2.0%,-4.2,-3.8%,-0.2%,-7.6,3.3,36.8*,-2.6,-11.6%
COC(=O)N/N=C/c1cn(CCCOc2ccccc2)c2ccccc12,2.8%,-4.0,-1.0%,-28.4%,-21.3,-5.7,3.6,·,-7.6%
CC(C)NC(=O)CSc1nc(-c2cccs2)cc(-c2ccccc2)c1C#N,-3.7%,-2.6,3.9%,-5.1%,-18.4,13.8,2.2,5.6,-1.1%
CCOc1ccc(S(=O)(=O)Nc2cccc(OC)c2)cc1,-0.9%,19.1,-1.4%,-16.2%,-5.2,-2.8,18.0,12.4,-20.9%
Cc1ccsc1/C=C(\C(=O)c1ccc(OC(C)C)cc1)c1nc2ccccc2o1,-3.4%,-6.8,-0.3%,1.9%,-11.3,-3.5,12.7,?,-4.0%
Cc1nc(N2CCN(C(=O)COc3ccccc3)CC2)c2c(C)c(C)sc2n1,-7.7%,9.6,1.5%,0.6%,·,-2.6,4.0,-7.2,-3.0%
NC(=O)Cc1ccc(Nc2nnc(-c3ccccc3)c3ccccc23)cc1,-1.2%,-22.1,1.9%,0.7%,3.5,-1.5,0.5,3.5,-11.6%
CS(=O)(=O)c1ccc(Cl)c(C(=O)Nc2ccc3nc(N4CCOCC4)sc3c2)c1,3.3%,5.5,0.3%,-7.8%,-3.5,·,2.6,6.0,2.2%
CN(C)c1ccc(/C=C/C(=O)c2ccc3c(c2)OCCO3)cc1[N+](=O)[O-],-3.2%,0.7,0.8%,1.3%,30.0,-3.5,1.9,-20.4,-2.9%
O=C(NCCc1ccccc1)c1cnc2sc(N3CCCCCC3)nn2c1=O,-1.5%,10.2,-0.2%,8.1%,2.8,-5.3,1.0,-10.8,1.1%
O=C(NN=Cc1ccccc1O)C1CC1,-2.7%,·,·,-0.8%,·,·,·,-1.2,2.7%
Fc1cc(F)cc(-c2c(-c3ccccc3)ncc3ccc(F)cc23)c1,0.8%,-3.9,1.0%,-12.5%,·,-2.4,-2.1,·,-3.5%
COc1ccc(-c2oc3ccccc3c2C(=O)OCc2ccccc2)cc1,6.9%,-7.7,9.4%,2.8%,-4.7,6.3,18.5,·,-3.4%
Cc1ccc(CNC(=O)c2cnc3c(-c4ccc(F)cc4)c(C)nn3c2C)o1,-3.8%,-10.4,2.0%,0.5%,-42.8*,-8.6,1.7,-24.3,1.1%
O=C(CSc1nnc(-c2ccccc2O)o1)Oc1ccc(OCc2ccccc2)cc1,5.9%,-10.4,4.3%,-18.9%,1.2,-7.0,5.0,40.7,1.8%
COc1ccc(C2=NN(C(=O)CCC(=O)O)C(c3ccc(Br)cc3)C2)cc1 (stereo not given),-2.0%,·,1.7%,10.3%,-2.4,-2.5,2.1,-6.3,-0.9%
CCOC(=O)c1c(C)[nH]c(C(=O)COC(=O)c2ccncc2)c1C,6.4%,2.6,16.3%,5.8%,-19.8,-6.2,3.1,4.7,-2.2%
Cc1cc(C2=NNC(=NC3CC3)SC2)c(C)n1-c1c(C)n(C)n(-c2ccccc2)c1=O,-2.6%,-3.2,0.1%,4.6%,5.5,-11.2,1.7,-15.1,-2.0%
Cc1nc(CNS(=O)(=O)c2cccc(F)c2)cs1,-4.4%,-5.5,-0.2%,-1.6%,0.6,-0.3,4.7,3.5,0.5%
CCn1cc2nc(SCC(=O)Nc3cc(OC)ccc3OC)n(Cc3ccc(Cl)cc3)c(=O)c2n1,-1.8%,11.5,-0.6%,2.8%,12.2,5.3,1.2,·,0.7%
CCn1c(CNc2nc(-c3ccccc3)cs2)nnc1SCC(=O)NCc1ccco1,-3.9%,·,3.2%,4.9%,13.4,10.4,0.5,-13.6,?
Cc1ccc(C(=O)Nc2ccccc2)cc1S(=O)(=O)Nc1ccc(Cl)cn1,0.9%,-6.1,-1.0%,4.6%,-0.7,-2.8,0.6,-18.9,-7.4%
CC(C)(C)c1ccc(C(=O)NCC(c2cccnc2)N2CCc3ccccc3C2)cc1 (stereo not given),-3.1%,6.1,-2.3%,5.9%,7.1,1.4,2.6,-76.9*,-0.1%

# Screens from PubChem BioAssay.

# A portion of the library (hit frequency here may not be typical).
